Abeta yeast res = qHTS for compounds that reverse cellular toxicity of Amyloid beta (A-beta) peptide in yeast: Primary Screen | yeast expressing A-beta42, growth rescue, OD600, 48 h; response scale: 0% DMSO, 100% iron-clioquinol control | Potency, µM (highest dose often 46.1 µM), for inactives: top-dose growth rescue, actives largely listed as activators | 410,000 tested, 0.063% active; note: potency is the fitted concentration of half-maximal effect; nearly all actives have a fitted effect of over 55% in size
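Growth rescue measured by 600 nm absorbance after 48 h yeast culture at 30 C with compound. Values normalized between DMSO and an equimolar ferric chloride plus clioquinol control.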
FUS suppressor = qHTS for Suppressors of FUS Proteinopathy: Primary screen using FUS-linked yeast assay. Potency, µM (series often up to 76.6 µM), inactives show at the highest dose growth rescue (activation), hits mostly activators. 390,000 tested, 0.24% active. AID 1347120, 2019. S. cerevisiae FUS-expressing, growth rescue, OD600, 24 h;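 note: potency is the fitted concentration of half-maximal effect; plate controls were DMSO vehicle for no effect and reference control for full effect; nearly all actives have a fitted effect of over 55% in size; some results filed as inactive show a strong effect at the top dose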
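S. cerevisiae expressing FUS from galactose induction served as the toxicity model. Growth after 24hr at 30C, read as absorbance at 600 nm, indicates suppression of toxicity; compounds dosed at several concentrations.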
EPAC2 antag = qHTS for Antagonist of cAMP-regulated guanine nucleotide exchange factor 2 (EPAC2): primary screen; Rap guanine nucleotide exchange factor 4 (Homo sapiens), Q8WZA2; EPAC2 GEF exchange of Rap1B-BODIPY-GDP, fluorescence; Potency, µM (top dose mostly 114 µM), inactives show at the top dose activity, negative = inhibition, usual class: inhibitors; 360,000 tested, 0.18% active; note: potency is the fitted concentration of half-maximal effect; % is set by controls: 0 for no effect and ±100 for the full control effect; nearly all actives have a fitted effect of over 45% in size; many of its hits are not listed in these tables
Target sequence (Q8WZA2 whole entry, looked up): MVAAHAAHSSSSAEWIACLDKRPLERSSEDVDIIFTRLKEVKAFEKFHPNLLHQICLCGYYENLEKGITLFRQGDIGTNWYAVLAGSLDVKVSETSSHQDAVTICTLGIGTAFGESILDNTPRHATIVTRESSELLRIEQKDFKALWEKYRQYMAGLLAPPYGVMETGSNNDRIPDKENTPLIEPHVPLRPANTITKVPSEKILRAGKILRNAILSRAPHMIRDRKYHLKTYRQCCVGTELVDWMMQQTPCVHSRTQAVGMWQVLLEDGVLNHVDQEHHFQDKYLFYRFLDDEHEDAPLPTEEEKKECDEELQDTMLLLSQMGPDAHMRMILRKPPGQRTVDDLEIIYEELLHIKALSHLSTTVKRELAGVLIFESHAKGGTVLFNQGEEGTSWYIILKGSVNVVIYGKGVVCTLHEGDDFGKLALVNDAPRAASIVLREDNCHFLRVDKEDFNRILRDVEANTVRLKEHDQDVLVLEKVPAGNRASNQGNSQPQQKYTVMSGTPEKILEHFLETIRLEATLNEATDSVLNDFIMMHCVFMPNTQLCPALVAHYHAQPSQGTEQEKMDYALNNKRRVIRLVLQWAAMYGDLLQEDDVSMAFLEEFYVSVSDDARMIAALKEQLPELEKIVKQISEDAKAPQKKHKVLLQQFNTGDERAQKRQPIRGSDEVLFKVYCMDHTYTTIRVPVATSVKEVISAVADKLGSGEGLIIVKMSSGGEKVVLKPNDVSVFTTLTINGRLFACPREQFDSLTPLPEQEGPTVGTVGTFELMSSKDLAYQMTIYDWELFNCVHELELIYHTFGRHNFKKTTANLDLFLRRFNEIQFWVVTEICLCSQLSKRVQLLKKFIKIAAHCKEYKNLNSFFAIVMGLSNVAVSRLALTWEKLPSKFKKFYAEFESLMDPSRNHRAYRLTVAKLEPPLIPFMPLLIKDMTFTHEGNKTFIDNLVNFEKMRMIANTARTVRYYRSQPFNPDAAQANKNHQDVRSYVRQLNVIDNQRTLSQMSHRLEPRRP
D3 antag = qHTS of D3 Dopamine Receptor Antagonist: qHTS. D3R cells, DiscoveRx beta-arrestin luminescence, antagonist mode; hits give low values. AID 652054, 2013. D(3) dopamine receptor (Homo sapiens), P35462. max response, negative = inhibition, %. 360,000 tested, 2.5% active; in the data active = max response below about -50%; inconclusive = no clear call, values can overlap the other calls; note: % is set by controls: 0 for no effect and ±100 for the full control effect; mostly tested at two doses, the higher about 12 µM
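Cells expressing the human receptor were seeded at 1500 cells/well, incubated overnight at 37 degrees C in 5% CO2, then exposed to library compounds with dopamine controls for 90 minutes at 37 degrees C before luminescent detection.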
D3 ag = qHTS of D3 Dopamine Receptor Agonist: qHTS. D3R DiscoveRx beta-arrestin cells, luminescence, 90 min. max activation, %. 410,000 tested, 0.58% active. AID 652048, 2013; in the data active = max activation above about 30%; note: 0% is about no effect; mostly tested at two doses, the higher about 12 µM
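Cells at 1500/well, incubated overnight, then treated with pinned compounds (dopamine as control) for 90 min at 37 degrees C. DiscoveRx reagent added for 30 - 60 minutes at room temperature; luminescence read.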
TDP43 rescue = qHTS of TDP-43 Inhibitors | TDP-43 expressing yeast growth rescue, BacTiter-Glo, 24 h | Potency, µM (doses to about 46.1 µM), for inactives: top-dose growth rescue (activation), hits mostly activators | 410,000 tested, 1.8% active | AID 652104, 2013; note: potency is the fitted concentration of half-maximal effect; % of control where 0% means no effect; nearly all actives have a fitted effect of over 50% in size
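Yeast cells expressing TDP-43 under galactose induction are exposed to compounds for 24 hr at 30 deg C. BacTiter-Glo luminescence measures growth, so protective compounds score as activators.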
aSyn rescue = qHTS of alpha-syn Inhibitors | Yeast expressing alpha-synuclein, growth rescue, BacTiter-Glo, 24 h | Potency, µM (top dose mostly 46.1 µM), for the others: at the highest dose growth rescue (activation), actives largely listed as activators | 370,000 tested, 0.14% active; note: potency is the fitted concentration of half-maximal effect; % of control where 0% means no effect; nearly all actives have a fitted effect of over 65% in size
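Readout is rescue of growth in alpha-synuclein-expressing yeast, so inhibitors of toxicity appear as activators. Growth after 24 hr at 30 deg C in galactose medium is quantified by luminescence.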
EPAC2 ag = qHTS for Agonist of cAMP-regulated guanine nucleotide exchange factor 4 (EPAC2): primary screen; Rap guanine nucleotide exchange factor 4 (Homo sapiens), Q8WZA2; EPAC2 activation, biochemical qHTS; response scale: 100% = 6.5 mM cAMP response; Potency, µM (highest dose often 154 µM), inactives show at the top dose activation, usual class: activators; 360,000 tested, 0.079% active; AID 720711, 2013; note: potency is the fitted concentration of half-maximal effect; nearly all actives have a fitted effect of over 50% in size
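Exchange assay: 100 nM EPAC2 with 250 nM Rap1B-BODIPY-GDP and 50 uM GDP. Fluorescence (ex 480/em 540 nm) read every 5 min for 30 min at room temperature. Data normalized to 6.5 mM cAMP as agonist control.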
Starred values were filed as active, the others as inactive; ? = inconclusive; . = no result given; & = joins results of further samples; [ ] = dose if it differs, or a comment. Unless noted, calls come from the whole dose curve; as a rule, active = well fitted curve in the direction sought with a large enough effect; inconclusive = small, poorly fitted or top-dose-only effect, or another doubt; inactive = no such curve, though single readings can be large; an effect the other way counts as inactive or inconclusive. Only part of the results is shown; rates above refer to the full screens.

SMILES | Abeta yeast res | FUS suppressor | EPAC2 antag | D3 antag | D3 ag | TDP43 rescue | aSyn rescue | EPAC2 ag
CN(CC(=O)Nc1cccc(F)c1)C(=O)c1cccc(S(=O)(=O)N2CC3(C)CC2CC(C)(C)C3)c1 (stereo unspecified) | 19% | ? | -19% | -4 | -1 | 18% | 0% | -11%
CC(C)c1ccc2c(c1)C(N1CCNCC1)Cc1ccc(F)cc1S2 (stereo unspecified) | 6% | ? | -14% | -63* | -10 | -17% | -18% | 7%
O=C(Cc1nc2ccccc2[nH]1)c1ccc(Cl)cc1 | 3% | 0% | -3% | -4 | -3 | 29% | 3% | 2%
CCN(CC(=O)Nc1ccc2c(c1)OCCO2)C(=O)c1ccc(C(F)(F)F)cc1 | -9% | 23% | 4% | 6 | 5 | -3% | 0% | -4%
O=S1(=O)CC(N2CCC(Cc3ccccc3)CC2)CN1Cc1ccc(F)cc1 (stereo unspecified) | 5% | 7% | 2% | ? | -9 | 2% | 7% | 16%
CC1CCc2nn(CC(=O)NCc3ccc4c(c3)OCO4)cc2C1 (stereo unspecified) | 23% | -9% | 10% | 1 | 4 | 0% | ? | 13%
O=C(OCc1ccc([N+](=O)[O-])cc1)c1ccccn1 | -9% | -2% | 1% | -2 | 0 | 22% | 6% | -1%
COc1ccc(NC(=O)c2cccc3c(=O)c4c([nH]c23)CCCC4)cc1 | -13% | -14% | . | . | 2 | 16%[9.22 µM] | . | .
Cc1ccc(OCC(=O)Nc2cccc(C(=O)OCc3cc(=O)n4nc(C)sc4n3)c2)cc1 | -8% | -4% | . | . | 7 | 0% | . | .
Cc1ccc(CNC(=O)C(=O)NCCC2CCCCN2S(=O)(=O)c2ccccc2)cc1 (stereo unspecified) | 14% | 19% | -3% | 3 | -4 | 20% | 0% | -5%
COc1cc(/C=C2/SC(=O)N(Cc3ccccc3Cl)C2=O)ccc1OCc1ccncc1 | -7% | 9% | -3% | 9 | -6 | -21% | -7% | 0%[15.6 µM]
O=c1cc(-c2ccccc2)[nH]c2[nH]n(-c3ccccc3)c(=O)c12 | -4% | ? | -6% | -16 | 0 | 12% | 0% | -1%
Cc1csc(NC(=O)CSc2nnc(-c3cc(C)on3)o2)n1 | -1% | 17% | -12% | 5 | 2 | -10% | -4% | 16%
O=C1OC(Cc2ccccc2)C(c2ccccc2)C1=O (stereo unspecified) | 0% | . | -1% | -1 | -4 | ? | 17% | 10%
CCCCCC(=O)N1C[C@H](n2cc(-c3ccc(F)cc3)nn2)[C@@H](O)C[C@@H]1c1ccc(C)cc1 | 13% | ? | -5% | -15 | -2 | ? | 11% | 5%

The list goes on (four carried over from the part before).
SMILES | Abeta yeast res | FUS suppressor | EPAC2 antag | D3 antag | D3 ag | TDP43 rescue | aSyn rescue | EPAC2 ag
O=c1cc(-c2ccccc2)[nH]c2[nH]n(-c3ccccc3)c(=O)c12 | -4% | ? | -6% | -16 | 0 | 12% | 0% | -1%
Cc1csc(NC(=O)CSc2nnc(-c3cc(C)on3)o2)n1 | -1% | 17% | -12% | 5 | 2 | -10% | -4% | 16%
O=C1OC(Cc2ccccc2)C(c2ccccc2)C1=O (stereo unspecified) | 0% | . | -1% | -1 | -4 | ? | 17% | 10%
CCCCCC(=O)N1C[C@H](n2cc(-c3ccc(F)cc3)nn2)[C@@H](O)C[C@@H]1c1ccc(C)cc1 | 13% | ? | -5% | -15 | -2 | ? | 11% | 5%
Cc1ccccc1OCc1nc2ccccc2n1C | -47%[inhibitor] | -32% | ? | 3 | -11 | 18µM* | -16% | 4%
CCOC(=O)c1cc(-c2ccc(C)cc2)n(CC(=O)Nc2cccc(C(C)=O)c2)c1C | -4% | 1% | . | . | -4 | -3% | . | .
N#CCc1c(C#N)c(N)nc(N2CCN(S(=O)(=O)c3ccccc3)CC2)c1C#N | 1% | 32% | -1% | 0 | 0 | -1% | 1% | 9%
COCCCn1nnnc1SCC(=O)Nc1nc(C)c(C)s1 | -4% | 9% | 8% | 29 | 1 | 10% | 5% | 7%
COc1ccc(N(C(=O)c2ccco2)S(=O)(=O)c2cccc([N+](=O)[O-])c2)cc1 | -6% | 10% | 3% | -23 | -4 | 0% | -1% | 7%
CC(NC(=O)Cc1ccc(NS(=O)(=O)c2cccc(C(F)(F)F)c2)cc1)c1ccccn1 (stereo unspecified) | 0% | 13% | -5% | 8 | 2 | -4% | -3% | 12%
O=C(Cc1ccccc1F)Nc1nc(-c2ccc(F)c(F)c2)cs1 | 22% | 7% | -4% | 32 | 12 | ? | -8% | 11%
O=C(O)C1=C[C@H](c2ccc3c(c2)OCO3)C[C@H](OCc2ccc(CO)cc2)O1 | -18% | -34% | 3% | -11 | 8 | -19% | 8% | 7%
CC(C)(C)c1ccc(C(=O)NNC(=O)c2ccccc2Br)cc1 | 6% | 8% | 4% | 25 | -3 | -8% | 0% | -4%
O=C(CN1C(=O)C2CCCCN2c2ccc(C(=O)N3CCCC3)cc21)NCc1ccc(F)cc1 (stereo unspecified) | -5% | 14% | . | . | 3 | 21%[9.22 µM] | . | .
COc1ccc(NC(=O)c2cccc(OC(F)F)c2)cc1Cl | 23% | . | -10% | -10 | 5 | ? | -10% | 10%
C/C(=N\NC(=O)CCC(=O)NCc1ccccc1)c1ccc([N+](=O)[O-])cc1 | -4% | . | -2% | -3 | 1 | 13% | 6% | 4%
COc1ccccc1C(=O)NC1(C(F)(F)F)C(=O)NC(C)=C1C#N (stereo unspecified) | -20% | -15% | . | . | 3 | -12% | -2% | .
COCCCNc1nc2c(c(=O)n(Cc3ccc(F)cc3)c(=O)n2C)n1C | 1%&-7% | -16%&-12% | -8% | 20 | 7&3 | 15%&-13% | 4% | 3%
Nn1c(SCC(=O)Nc2ccc(OC(F)F)cc2)nnc(Cc2ccccc2)c1=O | 8% | 16% | -5% | 3 | -5 | -10% | 5% | 3%
CC(C)c1ccc(NS(=O)(=O)c2ccc(Cl)nc2)cc1 | -13% | 30% | -1% | 0 | -14 | ? | 3% | 16%
CCCCCCn1cc(C(=O)O)c(=O)c2ccccc21 | 14% | 8% | 15% | -63* | 2 | 12% | 6% | 7%
CC(=O)c1ccc(N2CCN(CC(O)c3ccccc3)CC2)cc1 (stereo unspecified) | -4% | 22% | 4% | -22 | -15 | -21% | -6% | 6%
COc1cccc(-c2nc(SCc3cccc(Br)c3)n3[nH]c(=O)cc3n2)c1 | -3% | -10% | . | . | 26 | 19% | . | .
COc1ccc2[nH]cc(CCNS(=O)(=O)Cc3ccccc3)c2c1 | 2% | 6% | 0% | 2 | 2 | 19% | 3% | 6%
COc1ccccc1C(=O)Nc1ccnn1C1CCN(Cc2csc(C(C)=O)c2)CC1 | 3% | 2% | 3% | -3 | 2 | 12% | -9% | 6%
CN(C)/N=C1\CCS(=O)(=O)c2sccc21 | 0% | 6% | -5% | -2 | -5 | -1% | -1% | 1%
O=C(O)CSCC(=O)NC1CCCc2ccccc21 (stereo unspecified) | 9% | 7% | 13% | 12 | 0 | -4% | 3% | -1%
Cc1nn(-c2ccccc2)c(Cl)c1C(=O)OC(C)C(=O)NC(=O)NC1CCCCC1 (stereo unspecified) | 19% | ? | -19% | 11 | 1 | -5% | 9% | 8%
COc1ccc(-n2c(Cc3cccn3C)nnc2SCC(=O)Nc2ccc3c(c2)OCCO3)cc1 | 0% | ? | -11% | 99 | 8 | 15% | 1% | -4%
CC1CCCCC1NC(=O)CSc1ccc([N+](=O)[O-])cc1 (stereo unspecified) | ? | 20% | 3% | 14 | -13 | 24% | 0% | 1%
CCCc1nnc2c(N(C)S(=O)(=O)c3ccc(C)cc3)nc3ccccc3n12 | -33% | -4% | 11% | -11 | -2 | -7% | -10% | -6%
O=C(O)c1cnn(-c2ccccc2)c1-c1ccncc1 | -15% | 16% | 1% | -15 | 4 | -2% | -1% | 12%
CC1(C)SC(=S)N(NC(=O)Nc2cccc3ccccc23)C1N(O)C(=O)Nc1ccccc1 (stereo unspecified) | 11% | 9% | -5% | -14 | -4 | 16% | 23% | 4%
Cc1ccc(CNC(=O)CCNS(=O)(=O)c2ccc3c(c2)c(=O)n(C)c(=O)n3C)cc1 | 21% | 3% | -1% | 9 | 6 | -1% | 1% | 9%
Cc1cc([N+](=O)[O-])nn1CC(=O)NCCCN1CCOCC1 | -1% | -15% | 14% | -1 | 4 | -12% | 0% | 3%
Cc1nn(-c2ccccn2)c2c1C(c1ccsc1)C1=C(CCCC1=O)N2 (stereo unspecified) | -9% | . | -9% | -7 | -1 | ? | -3% | 10%
Cc1cc(C)c(OCC(=O)OCC(=O)NCC2CCCCC2)c(C)c1 | 9% | 21% | -3% | 5 | -4 | -10% | 2% | 8%
O=C(CN1CCCCCCC1)N/N=C/c1ccc(F)cc1F | -17% | -12% | -1% | -29 | -11 | -8% | -2% | 9%
O=C(c1ccccc1)c1ccc[nH]1 | -10% | -2% | 7% | 2 | 0 | -22% | -1% | 6%
O=C(Nc1ccc(F)cc1)C1CCN(c2nnnn2-c2ccccc2)CC1 | 4% | 13% | 1% | 21 | 4 | 8% | ? | -2%
COc1ccc2[nH]c(C(=O)NCc3ccccc3)c(C)c2c1 | -10% | -2% | -3% | -11 | 2 | 6% | -1% | -6%
NC(=O)c1ccc(NC(=O)COC(=O)/C=C/c2ccc3c(c2)OCO3)cc1 | -7% | 23% | -1% | -24 | -4 | -13% | -1% | 7%
N#Cc1nc(/C=C/c2ccc(F)cc2)oc1N1CCCCCC1 | 5% | 39% | . | . | -10 | 11µM* | . | .
Cc1cc(-c2ccc(C)c(S(=O)(=O)Nc3cc(C)on3)c2)on1 | . | 6% | 0% | -7 | -19 | 1% | -8% | 7%
CC(=O)Nc1ccc(NC(=O)CSCCc2ccccn2)cc1 | 7% | 18% | 6% | 4 | 19 | -13% | 1% | 0%
Cc1nn(-c2ccccn2)c(N)c1N=O | 5% | 0% | 8% | 4 | -4 | 12% | 7% | 1%

Screens deposited in PubChem by National Center for Advancing Translational Sciences (NCATS).
